Nrf2 inh = Nrf2 pathway inhibition; AID 504444; A549 ARE-Fluc reporter, luciferase luminescence, 18-24 h; 360,000 compounds, 2.1% hits; Potency, µM (series often up to 46 µM), for the others: at the highest dose activity change, negative = inhibition, actives largely listed as inhibitors; also: potency is read from the fitted curve at half-maximal effect; % is scaled to controls: 0 for no effect and ±100 for the full control effect; nearly all actives have a fitted effect of over 60% in size
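Reporter: ARE-Fluc in A549. Exposure: 18-24 h, 37 °C, 5% CO2, 5% FBS OPTI-MEM. Readouts: fluorescent cytotoxicity (CellTiter-Fluor), then luminescent Nrf2 signal after BugLite.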
A549 tox = A549 cytotoxicity, counter-screen for Nrf2 inhibitors; A549 ARE-Fluc cells, CellTiter-Fluor viability, 18-24 h; Potency, µM (series often up to 46 µM), for inactives: top-dose activity change, negative = cytotoxicity, hits mostly inhibitors; 390,000 compounds, 0.16% hits; AID 504648; also: potency is read from the fitted curve at half-maximal effect; % is scaled to controls: 0 for no effect and ±100 for the full control effect
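A549 ARE-Fluc cells in 5% FBS OPTI-MEM, 5000 cells/well, rested 2 h then exposed to compounds in concentration-response for 18-24 h at 37 °C. Viability by CellTiter-Fluor fluorescence (Ex 405/Em 525) after 30 min; luciferase luminescence (BugLite, 15 min, RT) read afterwards.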
Nrf2 ARE act = Nrf2 pathway activation | AREc32 ARE-luciferase reporter (MCF7-derived line), luminescence, 24 h | Potency, µM (top dose mostly 46.1 µM), for inactives: at the top dose activation, actives largely listed as activators | 410,000 compounds, 0.31% hits; also: potency is read from the fitted curve at half-maximal effect; % of control where 0% means no effect; nearly all actives have a fitted effect of over 65% in size
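Quantitative high-throughput format: AREc32 reporter cells, 1000 per well, received compound by pin transfer and were incubated 24 hr at 37 deg C, 5% CO2, before Steady-Glo luminescence detection.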
ATXN viability = reduces viability in counter-screen for ATXN expression inhibitors; S2 cells (HEK-293 line with an ATXN2-luciferase reporter) viability, CellTiter-Fluor protease fluorescence, 24 h; 400,000 compounds, 0.49% hits; Potency, µM (titrated, usually from 56.7 µM), most hits filed as cytotoxic; also: potency is read from the fitted curve at half-maximal effect; nearly all actives have a fitted effect of over 40% in size
CCT modulator = modulators of cytosolic chaperonin (CCT/TRiC) activity | activity change, % (test concentration not listed), hits read low | 360,000 compounds, 0.3% hits | purified chaperonin ATPase assay, HTRF ADP detection, 30 min; in the data active = activity change below about -30%; also: % is scaled to controls: 0 for no effect and ±100 for the full control effect
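First, chaperonin was dispensed at 40 nM or 20 nM final depending on batch activity. Next, compounds were pinned at 76 uM and ATP added at 10 uM. After 30 min at 37 °C, ADP detection reagents ran 30 min at ambient temperature.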
MmCpn inh = inhibitors of Methanococcus maripaludis chaperonin (MmCpn); purified Mm-Cpn ATPase, ADP Transcreener TR-FRET; Potency, µM (doses to about 76.9 µM), for the others: top-dose activity, negative = inhibition, most hits filed as inhibitors; 330,000 compounds, 0.031% hits; also: potency is read from the fitted curve at half-maximal effect; % is scaled to controls: 0 for no effect and ±100 for the full control effect; nearly all actives have a fitted effect of over 80% in size
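25 nM Mm-CPN + cpd, 10 min 37°C; + 10 uM ATP, 30 min 37°C; buffer 30 mM Tris pH 7.4, 100 mM KCl, 5 mM MgCl2, 1 mM DTT; Transcreener ADP HTRF detection 30 min RT.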
TGFb inhibitor = inhibitors of TGF-b signaling. HepG2 CAGA-GFP TGF-b/SMAD3 reporter, GFP fluorescence, 18 h; TGF-beta stimulated, 500 pg/mL final. 410,000 compounds, 1.2% hits. Potency, µM (top dose mostly 46.1 µM), for inactives: at the highest dose activity, negative = inhibition, actives largely listed as inhibitors; also: potency is read from the fitted curve at half-maximal effect; % is scaled to controls: 0 for no effect and ±100 for the full control effect; nearly all actives have a fitted effect of over 65% in size
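Read-out: total well GFP (ex488/em500-530) summed from mean per-cell fluorescence. Cells: HEPG2 CAGA-GFP, 1% FBS DMEM, 18 h at 37 degrees C with 500 pg/mL final TGF-beta. Unstimulated wells served as the full-inhibition control; stimulated DMSO wells = 0%.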
HepG2 viability = HepG2 cytotoxicity, counter-screen for TGF-b inhibitors; HepG2 CAGA-GFP viability, ATP luminescence, 18 h; Potency, µM (top dose mostly 46.1 µM), inactives show at the highest dose activity change, negative = cytotoxicity, hits mostly cytotoxic; 410,000 compounds, 0.76% hits; AID 588856; also: potency is read from the fitted curve at half-maximal effect; some results filed as inactive show a strong effect at the top dose
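HepG2 CAGA-GFP cells (1000/well, DMEM with 1% FBS) received compound, then TGF-beta at 500 pg/mL final, and were incubated 18 hours at 37 degrees C. Viability was read by CellTiter-Glo luminescence. Media-only wells were set as complete cell-killing and DMSO as no toxicity.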
pAkt inh = inhibitors of Akt phosphorylation. activity change, % for hits at 50 µM. Neuro2A IGF-stimulated pAkt S473 HTRF, 20 min; active compounds read low. 360,000 compounds, 0.32% hits. AID 651550; in the data active = activity change below about -80%; inconclusive = mostly about -51% to -80%; also: % is scaled to controls: 0 for no effect and ±100 for the full control effect
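Neuro2A cells (4,500/well, DMEM with 0.5% FBS) were treated with compound at a single 50 µM final concentration, stimulated with 6 nM IGF for 20 min at 37 °C, and lysed. Phospho-Akt Ser473 was read by HTRF as 665/615 ratio ×10^4.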
* hit, by the source's call; i = inactive; ? = inconclusive; . = no result given; [ ] = another dose, or the depositor's remark. Unless noted, calls follow the shape of the dose curve; as a rule, active = well fitted curve in the direction sought with a large enough effect; inconclusive = small, poorly fitted or top-dose-only effect, or another doubt; inactive = no such curve, though single readings can be large; an effect the other way counts as inactive or inconclusive.

SMILES	Nrf2 inh	A549 tox	Nrf2 ARE act	ATXN viability	CCT modulator	MmCpn inh	TGFb inhibitor	HepG2 viability	pAkt inh
CC(=O)N1CCN(c2ccc(NC(=S)NC(=O)c3ccc(C)c([N+](=O)[O-])c3)cc2)CC1	-12%	-1%	-0.8%	i	-2.3	3%	-7%	-12%	i
COc1ccc(C(=O)NCCn2cc(SCC(=O)NCc3ccco3)c3ccccc32)cc1	?	-4%	8.3%	?	-0.4	0%	0%	-84%	i
CCc1ccccc1NC(=O)c1ccc(F)c(S(=O)(=O)N2CCN(c3ccccc3OC)CC2)c1	.	1%	-0.3%	.	.	.	-20%	-6%	.
CCCOC(=O)CSc1ncnc2sc3c(c12)CCC(C)C3 (stereo not drawn)	14%	-1%	0.1%	i	.	.	3%	-6%	.
C/C(=C\C(=O)O)C12CC3CC(CC(C3)C1)C2	24%	7%	0.0%	i	0.4	-1%	-9%	4%	i
Cc1noc(/C=C/N(C)C)c1S(=O)(=O)N1CCC(C(=O)Nc2ccc(Cl)cc2)CC1	-7%	0%	1.5%	?	0.2	-2%	9%	52%	i
O=C1CCC/C=C\C[C@@H](CC(=O)N(CCO)Cc2ccccc2)C(=O)N[C@H](c2ccccc2)CO1	-7%	-1%	-0.8%	i	-1.0	0%	-16%	-2%	i
Cn1cccc1C(=O)OCC(=O)N1CCc2ccccc2C1	.	.	-0.2%	i	-1.3	.	-1%	0%	i
Cc1ccc(S(=O)(=O)NC(=O)c2ccccc2F)cc1	-1%	7%	-0.6%	i	-2.8	1%	-16%	0%	i
CCOC(=O)Cn1ncc2c(=O)oc3ccccc3c21	5%	-2%	-0.7%	i	0.5	0%	-14%	15%	i
CCCNC(=O)C1(C)CCN1C(=O)c1ccc(C(C)(C)C)cc1 (stereo not drawn)	.	.	-0.3%[9.22 µM]	i	0.5	.	-11%	-14%	i
CNC(=O)C[C@H]1C(=O)N(Cc2ccccc2)C[C@@H]1Cc1ccccc1	.	.	-1.2%	i	-1.4	.	4%	0%	i

Brought forward from above: two entries, then new ones.
SMILES	Nrf2 inh	A549 tox	Nrf2 ARE act	ATXN viability	CCT modulator	MmCpn inh	TGFb inhibitor	HepG2 viability	pAkt inh
CCCNC(=O)C1(C)CCN1C(=O)c1ccc(C(C)(C)C)cc1 (stereo not drawn)	.	.	-0.3%[9.22 µM]	i	0.5	.	-11%	-14%	i
CNC(=O)C[C@H]1C(=O)N(Cc2ccccc2)C[C@@H]1Cc1ccccc1	.	.	-1.2%	i	-1.4	.	4%	0%	i
OCCNCCCCOc1ccc(OCc2ccccc2)cc1	?	2%	1.2%	i	1.3	-1%	8%	-25%	i
CC(=O)Nc1ccc(NC(=O)C(C)OC(=O)C2(c3ccccc3F)CCCC2)cc1 (stereo not drawn)	-6%	0%	0.4%	i	-1.4	0%	17%	9%	i
O=c1n(Cc2ccccc2)nc2n1-c1cc(Cl)ccc1OC2	26%	2%	0.6%	i	.	.	?	-2%	.
CC(CCc1ccccc1)NC(=O)N1CCOCC1 (stereo not drawn)	-5%	-4%	0.3%[9.22 µM]	?	-0.7	-23%	0%	9%	i
CCOC(=O)CNC(=O)CNC(=O)c1ccc(OC)cc1	-1%	-3%	-0.8%	i	-1.8	-2%	1%	1%	-108%*
COc1cc(Cl)c(C)cc1Nc1nnc(-n2nc(C)cc2C)c2ccccc12	.	1%	3.1%	i	.	.	10%	-12%	.
COCCNC(=O)c1csc2c1CCCC2	5%	0%	2.9%	i	0.3	-1%	10%	-4%	i
O=C(Nc1ccc(O)c2c(=O)cc(-c3cccc(Cl)c3)oc12)c1cccc(Cl)c1	5%	-10%	0.8%	i	1.8	0%	?	2%	i
O=C(OCc1ccccc1C(F)(F)F)c1cc([N+](=O)[O-])ccc1N1CCOCC1	12%	3%	2.0%	i	-2.2	1%	0%	-15%	i
COc1ccc(NC(=O)c2cccc3c2C(=O)c2ccc(-c4cnc(OC)nc4)cc2S3(=O)=O)cc1	1%	6%	4.0%	i	-0.5	1%	1%	-8%	i
CCOC(=O)N1CCN(C(=O)c2ccc3nc4ccc(Cl)cc4c(=O)n3c2)CC1	11%	3%	-0.4%	i	-1.5	4%	-3%	-18%	i
NC(=O)NC(=O)COC(=O)CCCCCNS(=O)(=O)c1ccc2c(c1)OCCO2	13%	16%	0.4%	i	1.1	3%	1%	11%	i
CCOC(=O)c1c(-c2ccc(C)o2)csc1NC(=O)CN1CCOCC1	2%	1%	0.2%	i	1.4	-5%	-6%	0%	i
COc1ccc(CCNC(=O)c2cc(-c3cc(Cl)cc(Cl)c3)oc2C)cc1	.	0%	-0.6%	i	-2.9	2%	7%	-1%	.
Cn1cc(C(=O)N2CCCCC2)c(=O)c2cc(S(=O)(=O)N3CCCC3)ccc21	6%	-5%	-0.4%	i	1.1	2%	8%	18%	i
O=C(Cc1ccc(NC(=O)C2CCCN(C(=O)C3CCCC3)C2)cc1)Nc1cccc(C(=O)N2CCCC2)c1 (stereo not drawn)	-5%	-5%	4.8%	i	-1.2	.	-7%	-1%	i
CCN(C(=O)CSc1nc2ccccc2c(=O)n1CCOC)C1CCS(=O)(=O)C1 (stereo not drawn)	-17%	-1%	0.5%	i	-4.5	1%	21%	7%	i
CC(C)n1nnnc1SCC(=O)NCc1ccco1	8%	-5%	-0.6%	i	1.2	.	-2%	-3%	i
C/C(=N\NS(=O)(=O)c1ccc(C)c([N+](=O)[O-])c1)c1cccs1	?	-7%	-0.3%	i	0.4	0%	14%	16%	i
CC(=O)NCCNc1nc2c(-c3cccc(C)c3)nnn2c2ccccc12	13%	1%	0.0%	i	1.1	0%	4%	-22%	i
CCOCCCN(C(=O)Cn1nnc(-c2ccc(OC)c(OC)c2)n1)C(C(=O)NCC1CCCO1)c1ccc(F)cc1 (stereo not drawn)	6%	-13%	6.4%	i	-1.5	1%	?	-3%	i
O=C(CSc1nc2[nH]ncc2c(=O)[nH]1)NCc1ccc(F)cc1	16%	7%	0.2%	i	2.4	-2%	?	1%	i
COc1ccccc1C(=O)NC1(C(F)(F)F)C(=O)NC(C)=C1C#N (stereo not drawn)	-11%	-13%	-0.7%	i	.	.	7%	-17%	.
Cc1cccc(CC(=O)N2CC(=O)Nc3ccc(Br)cc3C2c2ccc(F)cc2)c1 (stereo not drawn)	-6%[9.27 µM]	-19%	0.2%	?	.	.	?	-22%	.
Cc1[nH]c2ccc(C(=O)Nc3ccc(F)cc3)cc2c1C	?	-2%	10%	.	.	.	0%	5%	.
COc1ccc(C(=O)NC(=S)N2CCN(c3ccccc3OC)CC2)cc1	1%	-14%	7.1%	i	-0.2	-1%	-4%	-5%	i
Cc1ccc(C(=O)NNC(=O)c2ccc3ncccc3c2)cc1	0%	3%	-0.1%	i	0.8	3%	8%	8%	i
O=C(COc1ccccc1)NCc1ccc2c(c1)CCN2C(=O)c1ccc(Cl)cc1	.	-16%	0.0%	.	.	.	31%[activator]	-1%	.
CC(C)NC(=O)C(=O)N/N=C/c1ccco1	9%	-3%	1.5%	i	2.3	0%	-8%	-5%	i
O=C(CN(c1cccc(Cl)c1)S(=O)(=O)c1ccccc1)NN=C1CCCC1	3%	5%	-0.6%	i	-2.6	0%	3%	1%	i
C=CCn1c(SCC(=O)Nc2sccc2C(N)=O)nc2sc(CC)cc2c1=O	15µM*	?	15%	?	0.4	-1%	8%	-16%	-111%*

Molecules listed so far that have four or more nitrogen atoms, in the order listed:
SMILES	Nrf2 inh	A549 tox	Nrf2 ARE act	ATXN viability	CCT modulator	MmCpn inh	TGFb inhibitor	HepG2 viability	pAkt inh
CC(=O)N1CCN(c2ccc(NC(=S)NC(=O)c3ccc(C)c([N+](=O)[O-])c3)cc2)CC1	-12%	-1%	-0.8%	i	-2.3	3%	-7%	-12%	i
Cc1noc(/C=C/N(C)C)c1S(=O)(=O)N1CCC(C(=O)Nc2ccc(Cl)cc2)CC1	-7%	0%	1.5%	?	0.2	-2%	9%	52%	i
COc1cc(Cl)c(C)cc1Nc1nnc(-n2nc(C)cc2C)c2ccccc12	.	1%	3.1%	i	.	.	10%	-12%	.
CCOC(=O)N1CCN(C(=O)c2ccc3nc4ccc(Cl)cc4c(=O)n3c2)CC1	11%	3%	-0.4%	i	-1.5	4%	-3%	-18%	i
O=C(Cc1ccc(NC(=O)C2CCCN(C(=O)C3CCCC3)C2)cc1)Nc1cccc(C(=O)N2CCCC2)c1 (stereo not drawn)	-5%	-5%	4.8%	i	-1.2	.	-7%	-1%	i
CC(C)n1nnnc1SCC(=O)NCc1ccco1	8%	-5%	-0.6%	i	1.2	.	-2%	-3%	i
CC(=O)NCCNc1nc2c(-c3cccc(C)c3)nnn2c2ccccc12	13%	1%	0.0%	i	1.1	0%	4%	-22%	i
CCOCCCN(C(=O)Cn1nnc(-c2ccc(OC)c(OC)c2)n1)C(C(=O)NCC1CCCO1)c1ccc(F)cc1 (stereo not drawn)	6%	-13%	6.4%	i	-1.5	1%	?	-3%	i
O=C(CSc1nc2[nH]ncc2c(=O)[nH]1)NCc1ccc(F)cc1	16%	7%	0.2%	i	2.4	-2%	?	1%	i
C=CCn1c(SCC(=O)Nc2sccc2C(N)=O)nc2sc(CC)cc2c1=O	15µM*	?	15%	?	0.4	-1%	8%	-16%	-111%*
